Compound activity deposited in PubChem BioAssay by several laboratories.
Bcl-B Bim block: inhibitors of Bim-Bcl-B binding, primary screen, biochemical, multiplexed, human Bcl-2 family | Bcl-2-like protein 10 (Homo sapiens), Q9HD36 | bead-based flow cytometry, Bim peptide-Bcl-B binding | inhibition, % at 10 µM | 190,000 tested, 0.073% active;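 note: 0% = tracer peptide without compound and 100% = reference inhibitor peptide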
Target sequence (Q9HD36 whole entry, looked up): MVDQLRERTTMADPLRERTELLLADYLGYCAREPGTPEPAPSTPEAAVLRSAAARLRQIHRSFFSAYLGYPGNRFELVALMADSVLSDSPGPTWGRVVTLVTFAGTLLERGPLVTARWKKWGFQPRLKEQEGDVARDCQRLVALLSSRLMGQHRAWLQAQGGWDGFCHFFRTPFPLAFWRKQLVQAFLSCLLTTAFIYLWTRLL
Mcl1-Bid inh: Mcl-1/Bid binding inhibitors, primary screen, biochemical, TR-FRET, 1536-well. Induced myeloid leukemia cell differentiation protein Mcl-1 (Homo sapiens), Q07820. TR-FRET Mcl-1/Bid-Dy647 peptide binding. inhibition, % at 21.7 µM. 220,000 tested, 0.97% active;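 active = compounds that cut the binding signal by more than half at the single screening dose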;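 note: His-tagged Mcl-1 with europium anti-His antibody binding Bid BH3 peptide; 0% = Mcl-1 plus peptide wells and 100% = peptide-only wells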
Target sequence (Q07820 whole entry, looked up): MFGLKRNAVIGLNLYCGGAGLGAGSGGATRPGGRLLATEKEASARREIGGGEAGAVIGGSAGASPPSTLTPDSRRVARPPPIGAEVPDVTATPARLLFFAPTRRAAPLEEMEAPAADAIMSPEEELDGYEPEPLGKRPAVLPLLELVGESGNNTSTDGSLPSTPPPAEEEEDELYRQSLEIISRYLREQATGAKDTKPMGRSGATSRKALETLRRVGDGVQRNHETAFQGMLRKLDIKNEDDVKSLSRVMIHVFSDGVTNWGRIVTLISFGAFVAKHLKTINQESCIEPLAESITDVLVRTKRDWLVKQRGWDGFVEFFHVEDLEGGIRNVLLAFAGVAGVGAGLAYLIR
RGS7-Gao: RGS7-Galphao binding modulators, primary screen, biochemical, multiplexed bead flow cytometry. Guanine nucleotide-binding protein G(o) subunit alpha (Homo sapiens), P09471. actives lie on both sides. binding response (% of control), % at 10 µM. 220,000 tested, 0.35% active. AID 1439, 2008; in the data active = binding response below about 49% or above about 150%; inconclusive = no clear call, values can overlap the other calls; inactive = in between;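 note: fluorescent Galphao held in activated GDP-AlF4 state binding bead-coupled RGS7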
Bim-Bcl-XL: inhibitors of Bim-Bcl-XL binding, primary screen, biochemical, multiplexed, bead flow cytometry, human Bcl-XL. Bcl-2-like protein 1 (Homo sapiens), Q07817. Bim peptide-Bcl-XL binding, fluorescence. inhibition, % at 10 µM. 190,000 tested, 0.04% active
Target sequence (Q07817 whole entry, looked up): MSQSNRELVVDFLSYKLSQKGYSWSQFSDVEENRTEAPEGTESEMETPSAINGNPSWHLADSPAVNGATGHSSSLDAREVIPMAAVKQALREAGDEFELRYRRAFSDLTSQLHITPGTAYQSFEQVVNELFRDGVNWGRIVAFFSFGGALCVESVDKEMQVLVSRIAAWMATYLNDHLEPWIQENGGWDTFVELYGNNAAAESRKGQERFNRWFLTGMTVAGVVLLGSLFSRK
Bcl-W Bim block: inhibitors of Bim binding to Bcl-W, primary screen, biochemical, multiplexed, bead-based flow cytometry; Bcl-2-like protein 2 (Homo sapiens), Q92843; Bim peptide-Bcl-W binding; inhibition, % at 10 µM; 190,000 tested, 0.02% active;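 note: 0% = bound tracer without compound and 100% = peptide blocker; higher means less fluorescent Bim peptide bound to Bcl-W beads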
Target sequence (Q92843 whole entry, looked up): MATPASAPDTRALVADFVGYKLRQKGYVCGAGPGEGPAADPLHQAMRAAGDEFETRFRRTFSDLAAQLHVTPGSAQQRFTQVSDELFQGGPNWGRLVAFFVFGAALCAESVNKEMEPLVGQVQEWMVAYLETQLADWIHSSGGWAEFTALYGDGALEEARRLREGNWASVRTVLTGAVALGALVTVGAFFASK
RGS8-Gao reg: RGS8-Galphao binding modulators, primary screen, biochemical, multiplexed bead flow cytometry; actives lie on both sides; response (percent of control binding), % at 10 µM; 220,000 tested, 0.34% active; AID 1423, 2008; in the data active = response below about 60% or above about 140%; inactive = in between;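 note: Galphao activated as the GDP aluminium fluoride complex binding bead-coupled RGS8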
Mcl-1 Bim block: inhibitors of Bim peptide binding to Mcl-1, primary screen, biochemical, bead-based flow cytometry, multiplex; Induced myeloid leukemia cell differentiation protein Mcl-1 (Homo sapiens), Q07820; 190,000 tested, 0.1% active; AID 1009, 2008; Bim peptide-Mcl-1 binding; inhibition, % at 10 µM;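 note: 0% = no compound tracer wells and 100% = peptide blocker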
Bfl-1 Bim block: inhibitors of Bim binding to Bfl-1, primary screen, biochemical, multiplexed, bead-based flow cytometry | Bcl-2-related protein A1 (Homo sapiens), Q16548 | 190,000 tested, 0.12% active | inhibition, % at 10 µM | Bim-Bfl-1 binding inhibition;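 note: 0% = wells without compound plus tracer and 100% = blocker peptide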
RGS4-Gao reg: modulators of RGS4 binding to Galphao, primary screen, biochemical, multiplexed bead flow cytometry; Guanine nucleotide-binding protein G(o) subunit alpha (Homo sapiens), P09471; actives lie on both sides; binding response (% of control), % at 10 µM; 220,000 tested, 0.33% active; AID 1415, 2008; in the data active = binding response below about 49% or above about 150%; inactive = in between;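 note: fluorescent Galphao activated with aluminum fluoride binding bead-coupled RGS4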
Bim-Bcl-2: inhibitors of Bim-Bcl-2 binding, primary screen, biochemical, multiplexed, human Bcl-2 family | inhibition, % at 10 µM | Apoptosis regulator Bcl-2 (Homo sapiens), P10415 | 190,000 tested, 0.06% active | AID 950, 2007 | Bead-based flow cytometry, Bim peptide-Bcl-2 binding; in the data active = inhibition above about 40%; inconclusive = no clear call, values can overlap the other calls;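 note: 0% = no compound wells with probe peptide and 100% = reference peptide inhibitor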
Mcl1 Noxa PPI: Mcl-1/Noxa binding inhibitors, primary screen, biochemical, TR-FRET, 1536-well; 220,000 tested, 1.5% active; TR-FRET Mcl-1/Noxa peptide binding, 2 h; Induced myeloid leukemia cell differentiation protein Mcl-1 (Homo sapiens), Q07820; inhibition, % at 21.7 µM; AID 1022, 2008;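 active = compounds that cut the protein-peptide binding signal by more than 50% relative to plate controls in a single-dose test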;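 note: His-tagged Mcl-1 with rhodamine Noxa BH3 peptide and terbium anti-His antibody; 0% = Mcl-1 plus Noxa peptide wells and 100% = peptide-only wells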
* hit, by the source's call; ? = inconclusive; · = not tested or not shown. Cut-off read from the data, not from the text of the source, unless noted: active = inhibition above about 40%.

SMILES	Bcl-B Bim block	Mcl1-Bid inh	RGS7-Gao	Bim-Bcl-XL	Bcl-W Bim block	RGS8-Gao reg	Mcl-1 Bim block	Bfl-1 Bim block	RGS4-Gao reg	Bim-Bcl-2	Mcl1 Noxa PPI
Cc1ccc(OCCC(=O)OCC(=O)Nc2cc(S(=O)(=O)N(C)C)ccc2C)cc1	-3.0	-26.6	101.0	-4.0	0.0	101.5	-2.0	-6.0	102.9	-1.0	8.8
COc1cc(NC(=O)c2cccs2)c(C(=O)OCC(=O)c2cc(C)n(-c3ccccc3)c2C)cc1OC	-4.0	-29.4	102.4	-5.0	-2.0	100.8	-2.0	0.0	101.9	1.0	-8.2
Cc1cc(C)nc(NS(=O)(=O)c2ccc(NC(=O)CN3C(=O)C4CC=CCC4C3=O)cc2)n1 (centres undefined)	-4.0	-3.8	74.2	-2.0	-3.0	98.3	-1.0	-9.0	69.5	-4.0	29.2
CC(C)(C)C(=O)NNC(=O)CCCOc1ccc(Cl)cc1Cl	-9.0	-10.5	97.5	-11.0	0.0	100.6	-1.0	-17.0	100.6	-9.0	-1.8
Nc1nnnn1/N=C/c1ccccc1OCc1ccc(Cl)cc1Cl	1.0	48.6	98.6	-1.0	-2.0	99.9	-2.0	0.0	100.8	0.0	-14.3
Cc1cc(OCCCCNC(C)C)cc(C(C)C)c1	-9.0	15.2	93.2	-7.0	-6.0	100.1	-3.0	-15.0	99.0	-7.0	24.9
CCc1c(C)sc(NC(=O)Cn2nc(C(F)(F)F)c3c2CCCC3)c1C#N	3.0	-14.2	108.2	5.0	0.0	125.2	1.0	0.0	112.8	0.0	18.4
CCOC(=O)N1CCC(NC(=O)CS(=O)(=O)Cc2nc(-c3cccc(OC)c3)oc2C)CC1	-3.0	-22.7	100.6	-2.0	0.0	97.3	-2.0	-2.0	98.4	-4.0	11.1
O=C(NCCc1ccccc1)C1CCN(S(=O)(=O)c2ccc(-c3nn[nH]n3)cc2)CC1	-3.0	87.9*	97.7	3.0	-2.0	103.2	-3.0	-1.0	104.3	-3.0	8.9
CCCn1nnc(NC(=S)NC(=O)CC)n1	0.0	-29.8	102.5	-2.0	0.0	99.1	-1.0	0.0	97.6	0.0	4.7
C=CCn1c(SCC(=O)c2ccc(NS(=O)(=O)c3ccccc3)cc2)nnc1-c1cccs1	-14.0	0.6	101.5	-8.0	-7.0	100.2	-6.0	-6.0	100.4	-12.0	24.8
O=C(c1ccc2c3c(cccc13)CC2)C1CCCN(Cc2ccc(OCCO)cc2)C1 (centres undefined)	-3.0	-18.3	96.3	0.0	-2.0	99.3	2.0	-5.0	106.7	-1.0	22.2
CSCCC(NC(=O)c1ccccc1)C(=O)NC1CCCC1 (centres undefined)	-9.0	-32.3	111.3	-5.0	-3.0	107.0	-5.0	-11.0	109.0	-1.0	-3.5
CC(=O)Nc1ccc(NS(=O)(=O)Cc2ccccc2)cc1	-5.0	-22.7	105.7	2.0	1.0	102.7	0.0	-2.0	107.0	-3.0	8.5
Cc1cccc2c(N=Nc3ccc(S(=O)(=O)Nc4ccc(Cl)cc4)cc3[N+](=O)[O-])c(O)[nH]c12	4.0	0.9	99.8	-1.0	0.0	105.2	-6.0	4.0	99.6	0.0	32.3
CC(=C1C(=O)c2ccccc2C1=O)N1CCN(c2ccc(F)cc2)CC1	·	-19.9	?	·	·	103.8	·	·	108.1	·	7.7
COc1ccc(CC(=O)N(CC2CCCO2)c2nc3ccccc3s2)cc1 (centres undefined)	-5.0	-10.3	99.3	-6.0	-2.0	98.2	-1.0	-9.0	99.3	-8.0	-10.4
Cc1ccc([N+](=O)[O-])cc1-c1ccc(/C=N\n2nnnc2N)o1	-6.0	47.5	102.2	0.0	-3.0	101.5	1.0	-10.0	100.9	-7.0	41.8
O=C(COCc1nc2ccccc2c(=O)[nH]1)NCC1CCCCC1	-5.0	-6.5	97.6	-8.0	-5.0	99.4	-3.0	-2.0	98.0	-5.0	20.2
O=C(Nc1ccc2c(c1)CCC2)c1cnccn1	1.0	-29.6	101.7	0.0	-1.0	98.6	-2.0	0.0	99.2	-1.0	1.9
COc1ccc(/C=N/NC(=O)CNS(=O)(=O)c2ccc(C)cc2)cc1	-10.0	-5.8	101.8	-1.0	-4.0	105.2	-8.0	-3.0	104.4	-4.0	11.4
CCc1ccc(NC(=S)NC2CC3CCCC(C2)N3Cc2ccccc2)cc1 (centres undefined)	3.0	-52.4	?	0.0	-2.0	101.6	-3.0	3.0	108.7	0.0	1.2
O=C(CCN1CCCC1)Nc1ccc(Br)cc1	-6.0	-2.2	107.0	-4.0	-3.0	105.1	0.0	0.0	107.5	-1.0	-2.4
Cc1cc(=O)[nH]c(SCC(=O)Nc2cc(S(=O)(=O)N(C)C)ccc2Cl)n1	-3.0	-14.1	?	-2.0	0.0	100.8	-1.0	-7.0	98.0	-2.0	3.4
Cc1ccc2c(Cl)cc(Cl)c(OCC(=O)NC(C)(C)C)c2n1	-12.0	-69.0	129.4	-4.0	0.0	104.3	-8.0	-6.0	140.1	-5.0	-16.4
Cc1cs/c(=N/C(=S)Nc2ccccc2)n1C	-8.0	-21.5	90.3	-9.0	-5.0	99.2	-4.0	-20.0	102.3	-11.0	12.5
Cc1ccc(C)c(-n2c(-c3ccc4c(c3)OCO4)n[nH]c2=S)c1	-1.0	-78.6	94.4	8.0	-2.0	69.0	-4.0	-3.0	83.1	0.0	13.0
CC(CCc1ccccc1)C(=O)NO (centres undefined)	-5.0	-3.9	96.1	0.0	0.0	97.6	0.0	-13.0	95.7	-5.0	5.6
Cc1ccc(C(=O)N2CCN(c3ccc([N+](=O)[O-])c(NCc4ccco4)c3)CC2)cc1	-1.0	-6.1	104.0	0.0	-2.0	105.5	-2.0	0.0	104.4	-1.0	3.8
O=C(NCc1nc(-c2ccccc2)cs1)c1ccccc1	-1.0	-11.3	95.7	0.0	0.0	96.8	0.0	-5.0	94.6	0.0	8.4

Record cards, from the list above. Order of screens: Bcl-B Bim block, Mcl1-Bid inh, RGS7-Gao, Bim-Bcl-XL, Bcl-W Bim block, RGS8-Gao reg, Mcl-1 Bim block, Bfl-1 Bim block, RGS4-Gao reg, Bim-Bcl-2, Mcl1 Noxa PPI
O=C(CCN1CCCC1)Nc1ccc(Br)cc1 is listed with -6.0, -2.2, 107.0, -4.0, -3.0, 105.1, 0.0, 0.0, 107.5, -1.0, -2.4
O=C(NCc1nc(-c2ccccc2)cs1)c1ccccc1 is listed with -1.0, -11.3, 95.7, 0.0, 0.0, 96.8, 0.0, -5.0, 94.6, 0.0, 8.4

The listing continues:
SMILES	Bcl-B Bim block	Mcl1-Bid inh	RGS7-Gao	Bim-Bcl-XL	Bcl-W Bim block	RGS8-Gao reg	Mcl-1 Bim block	Bfl-1 Bim block	RGS4-Gao reg	Bim-Bcl-2	Mcl1 Noxa PPI
CC(C)NC(=O)Cn1cc(C(=O)COc2ccccc2)c2ccccc21	0.0	0.3	92.1	-1.0	1.0	103.6	4.0	-3.0	100.5	1.0	15.9
Cn1c(NCCO)nc2c(c1=O)C1(CCCCC1)Cc1ccccc1-2	-1.0	-6.6	111.7	2.0	1.0	100.1	-1.0	1.0	104.8	-3.0	7.1
CC(=O)N(Cc1cc(=O)[nH]c2ccccc12)c1ccccc1	-4.0	-2.1	100.6	-17.0	0.0	99.5	0.0	-12.0	98.6	-11.0	·
COC(=O)C1=[N+]([O-])OC(C(=O)OC)C1c1c[nH]c2ccccc12 (centres undefined)	-3.0	-53.2	94.1	-5.0	2.0	101.0	1.0	-10.0	102.9	-4.0	8.9
C=CCn1c(SCC(=O)Nc2c(C)cccc2C)nnc1-c1ccncc1	-1.0	-14.3	99.0	-2.0	-2.0	99.8	1.0	-3.0	100.6	-1.0	9.7
CCOC(=O)CC1C(=O)NCCN1c1nc2ccc(C)cn2c(=O)c1/C=C1\SC(=S)N(CC(C)C)C1=O (centres undefined)	·	-7.2	?	·	·	103.7	·	·	100.5	·	-3.8
O=[N+]([O-])c1ccc(CNC2CCCc3ccccc32)cc1 (centres undefined)	0.0	28.2	100.2	2.0	-2.0	109.5	-2.0	0.0	103.3	0.0	34.5
Cc1cc(C)nc(N/N=C/c2c(C)oc3ccccc23)n1	-3.0	-33.2	104.7	0.0	-4.0	105.6	0.0	-6.0	99.4	-1.0	16.4
CC(=O)c1sc(-c2ccccc2)cc1NS(=O)(=O)c1ccc(C)cc1	·	14.9	?	·	·	102.7	·	·	106.4	·	20.4
COc1ccc(CSc2ncn[nH]2)cc1[N+](=O)[O-]	-5.0	-8.7	100.9	-3.0	-3.0	105.7	-2.0	-1.0	101.3	-1.0	-4.5
Cc1ccc(S(=O)(=O)N2CCOCC2)cc1C(=O)NCc1cccnc1	-9.0	-4.4	113.4	-5.0	-2.0	106.9	1.0	-12.0	105.9	-10.0	-6.4
CCN(CC)C(=O)CSc1nc2cc3c(cc2c(=O)n1CCCC(=O)NCCc1ccc(OC)c(OC)c1)OCO3	3.0	18.3	103.8	0.0	-4.0	100.1	-1.0	2.0	102.4	0.0	18.2
CCOC(=O)CSc1nnc(CNC(=O)c2ccco2)n1-c1ccc(F)cc1	-8.0	-7.5	102.0	-8.0	-5.0	102.3	-2.0	-8.0	101.7	-3.0	9.6
COCc1cc(=O)n2[nH]c(-c3ccc(C)cc3)cc2n1	-5.0	-2.0	98.8	-10.0	0.0	103.4	-3.0	-9.0	100.5	-10.0	7.8
CCc1nc(C)c(-c2ccccc2)c(=O)[nH]1	-2.0	-5.1	100.4	-6.0	-4.0	101.2	-4.0	-1.0	102.5	-1.0	11.5
Nc1ccc2c(c1)OCCOCCOCCOCCOCCO2	0.0	-27.4	?	-3.0	0.0	103.7	-2.0	-5.0	107.1	-4.0	7.1
O=C(NC(=S)N1CCN(C/C=C/c2ccccc2)CC1)c1c(F)cccc1F	-5.0	-60.4	94.2	-5.0	-1.0	97.5	-5.0	0.0	95.8	0.0	12.9
CC(C)N1CCC(=NNC(=O)c2ccc(Br)o2)CC1	-1.0	-13.4	97.3	-10.0	-1.0	97.8	-2.0	-3.0	96.9	-4.0	13.0
O=C(NNC(=O)C1CCN(S(=O)(=O)c2ccc(Cl)cc2)CC1)c1ccc(S(=O)(=O)N2CCCCC2)cc1	0.0	-36.2	102.5	-5.0	-2.0	102.8	0.0	-2.0	103.1	2.0	5.3
Cc1nnc(N2CCN(c3ccccc3)CC2)[nH]c1=O	-12.0	-20.6	101.8	-10.0	-2.0	100.4	-5.0	-19.0	101.7	-8.0	3.9
O=C(/C=C/c1ccc(Cl)c(Cl)c1)NC1=NCCS1	0.0	-7.6	101.9	0.0	1.0	101.5	1.0	-2.0	102.1	-4.0	15.2
